Screening data (PubChem BioAssay)
ATG4B inh: inhibitors of human ATG4B cysteine protease; Q9Y4P1; ATG4B cleavage of LC3-PLA2, NBD-HPC fluorescence, 1 h; inhibition, % at 8.33 µM; hit rate 0.51% among 340,000; in the data active means inhibition above about 40%
Target sequence (Q9Y4P1 whole entry, looked up): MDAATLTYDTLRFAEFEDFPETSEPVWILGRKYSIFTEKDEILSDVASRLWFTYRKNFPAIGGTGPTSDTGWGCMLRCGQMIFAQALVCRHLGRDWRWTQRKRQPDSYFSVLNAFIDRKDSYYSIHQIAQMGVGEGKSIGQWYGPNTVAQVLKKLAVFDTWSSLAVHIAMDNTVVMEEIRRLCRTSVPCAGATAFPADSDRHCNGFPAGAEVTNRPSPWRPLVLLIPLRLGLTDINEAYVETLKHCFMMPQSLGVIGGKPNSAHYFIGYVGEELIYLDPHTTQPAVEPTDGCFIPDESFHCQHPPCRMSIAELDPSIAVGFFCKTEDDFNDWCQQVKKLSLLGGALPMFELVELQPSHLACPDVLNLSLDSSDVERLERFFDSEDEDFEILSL
GRIN3A LBD mod: modulates the human NR3A ligand-binding domain; hit rate 2.5% among 340,000; Tm shift relative to glycine control, % at 25 µM; NR3A LBD differential scanning fluorimetry, Tm shift; 0% = protein alone, 100% = glycine-bound protein;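 active means melting temperature shift of at least 10% of the positive control shift, at one fixed dose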
MPTP block: permeability transition pore inhibition; isolated mouse mitochondria, Ca2+ swelling absorbance, 30 min; inhibition, % at 10 µM; hit rate 1.4% among 360,000;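 active means inhibition of 50% or more, scaled per plate between neutral and stimulator controls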;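 further: 0% = DMSO wells given calcium and 100% = 1 mM EGTA wells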
SENP7 block: blocks the human protease SENP7; Q9BQF6; recombinant SENP7, Z-RLRGG-aminoluciferin luminescence, 40 min; inhibition, % at 5 µM; hit rate 1.5% among 330,000; AID 434973;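 active means inhibition above about 50% at the single test dose, limit read from the data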;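 further: plate controls were DMSO with enzyme for no effect and no enzyme buffer wells for full effect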
Target sequence (Q9BQF6 706-1050 limits assumed): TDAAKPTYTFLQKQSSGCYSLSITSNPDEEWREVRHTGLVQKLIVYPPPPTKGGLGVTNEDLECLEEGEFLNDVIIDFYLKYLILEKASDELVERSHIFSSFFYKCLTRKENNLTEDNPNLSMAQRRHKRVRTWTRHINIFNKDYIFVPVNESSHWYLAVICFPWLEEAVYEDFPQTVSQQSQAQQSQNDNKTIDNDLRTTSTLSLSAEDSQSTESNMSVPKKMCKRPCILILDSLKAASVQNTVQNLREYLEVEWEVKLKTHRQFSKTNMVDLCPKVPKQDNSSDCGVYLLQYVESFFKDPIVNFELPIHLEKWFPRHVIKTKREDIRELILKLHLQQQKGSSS
PfGluPho inh: PfG6PD (Plasmodium falciparum) enzyme inhibition. AID 504690. PfGluPho enzyme, NADPH resazurin-diaphorase fluorescence. inhibition, % at 20 µM. hit rate 0.78% among 350,000;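 active means inhibition reaching at least a set limit at 20 µM in the primary screen, cut at about 59% in these data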;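 further: 0% = DMSO wells with substrate and 100% = DMSO wells lacking glucose-6-phosphate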
SENP6 block: blocks the human protease SENP6 | Recombinant SENP6 catalytic domain, aminoluciferin luminescence | inhibition, % at 10 µM | hit rate 1.8% among 330,000 | AID 2599;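 active means inhibition above about 50% at the single tested dose, limit read from the data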;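 further: plate controls were DMSO wells with enzyme for no effect and DMSO wells lacking enzyme for full effect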
SENP8 block: inhibitors of human SENP8 protease. Q96LD8. recombinant SENP8, Nedd8 substrate fluorescence. hit rate 0.64% among 360,000. inhibition, % at 20 µM; in the data active means inhibition mostly above about 40%, no sharp cut-off; inactive means mostly below about 27%
Target sequence (Q96LD8 whole entry, looked up): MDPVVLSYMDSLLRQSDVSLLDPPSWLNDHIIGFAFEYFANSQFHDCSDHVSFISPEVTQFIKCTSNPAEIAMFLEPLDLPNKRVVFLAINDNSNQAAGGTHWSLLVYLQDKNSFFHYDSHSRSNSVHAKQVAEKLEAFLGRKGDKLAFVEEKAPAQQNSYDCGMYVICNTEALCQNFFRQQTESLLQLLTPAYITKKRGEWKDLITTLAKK
HKDC1 inh: inhibitors of human hexokinase HKDC1; recombinant HKDC1, G6PDH/diaphorase resazurin coupled fluorescence; inhibition, % at 20 µM; hit rate 0.16% among 340,000; AID 493160;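 active means inhibition above about 35% when tested at 20 µM, limit read from the data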;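 further: plate controls were DMSO wells with enzyme for no effect and DMSO wells lacking enzyme for full effect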
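Material: recombinant HKDC1 hexokinase; Amount: HKDC1 at 5 µg/mL; Medium: Tris pH 8.0 buffer with MgCl2, Tween-20, BSA, BME; Schedule: 90 min reaction incubation at room temperature, dark; Technique: coupled resazurin fluorescence, excitation 525 nm, emission 613 nm.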
* marks the source's active call; other numbers are inactive results; . = not tested or not shown. Random draw from the library; about 6.9% have a hit in one of these screens.

smiles	ATG4B inh	GRIN3A LBD mod	MPTP block	SENP7 block	PfGluPho inh	SENP6 block	SENP8 block	HKDC1 inh
CN(Cc1cccs1)C(=O)CCc1ccc(S(=O)(=O)N2CCOCC2)cc1	3	-4	0.1	4	3	0	18	-1
O=C(CCc1c[nH]c2ccccc12)NCC(=O)Nc1ccc(F)c(F)c1F	-9	-2	1.5	-8	-3	15	6	-5
COc1ccc(/C=c2\sc3nc(-c4ccccc4OC)nn3c2=O)c(OC)c1	19	3	0.6	-9	-7	-13	-6	2
CCOC(=O)c1c(C)[nH]c(C)c1C(=O)COC(=O)[C@@H]1CCCN1S(=O)(=O)c1ccc(Cl)cc1	-7	-2	0.2	4	13	0	21	19
CCn1c(O)c(N=NC(=O)CNC(=O)c2ccccc2F)c2ccccc21	0	-1	-1.1	.	-12	.	13	-2
CCN1CCN(Cc2c3ccccc3cc3ccccc23)CC1	-3	0	1.7	1	6	-15	-78	-1
Cc1occc1C(=O)N/N=C/C1=C(N2CCOCC2)C(=C/c2ccc(Cl)cc2Cl)/CC1	-3	3	2.8	.	13	.	-56	-1
COc1ccccc1N1CCN(C(=O)C2CCN(C(=O)c3ccccc3C)CC2)CC1	-4	2	0.4	-9	7	-14	8	-7
CCn1cc(C(=O)NCc2ccco2)c(=O)c2cc(S(=O)(=O)N3CCCC3)ccc21	-10	2	0.2	0	-1	0	8	1
CCc1ccccc1NC(=O)CN1CCN(CC(=O)NCc2ccc(Cl)cc2)CC1	-6	1	-0.8	7	16	0	4	3
CCC(=O)N1N=C2CC(C)(C)OCC2C1c1ccccc1 (stereo unspecified)	11	-4	-4.1	-1	-6	5	18	-8
CNCCC=C1c2ccccc2C=Cc2ccccc21	-6	-3	2.4	-1	-2	1	6	-2
O=C(COC(=O)C1CCN(S(=O)(=O)c2cccs2)CC1)Nc1ccc(F)c(F)c1F	-9	1	-1.4	-5	2	-10	-3	-1
O=C(C1CCCN(Cc2ccccc2F)C1)N1CCCC1 (stereo unspecified)	-2	0	1.2	3	-6	-17	7	3
Cc1c(C(=O)N(Cc2ccc(Cl)cc2)C2CCS(=O)(=O)C2)oc2ccccc12 (stereo unspecified)	-17	0	2.6	15	12	-15	18	0
O=c1[nH]n(Cc2ccccc2)c(=O)c2ccccc12	-5	0	-1.3	2	0	8	11	10
Cc1ccc(NC(=O)c2ncn(CCCNCc3ccc4c(c3)OCO4)n2)cc1C	-4	0	-0.2	.	6	.	-4	-3
COc1ccc(C(=O)NC2CCCc3c2cnn3-c2cc(F)cc(F)c2)c(OC)c1OC (stereo unspecified)	5	-1	-1.9	5	14	-22	1	-4
CCn1c(SCC(=O)Nc2ccc(C(=O)OC)cc2)nnc1-c1cccs1	-2	0	2.2	3	31	7	20	-1
C=CCN1CCN(C(CCC)c2nnnn2Cc2ccco2)CC1 (stereo unspecified)	-7	-1	-0.1	-7	0	-12	5	-6
CN(CC(=O)NCc1ccco1)C(=O)C1CC(=O)N(c2ccc3c(c2)OCCO3)C1 (stereo unspecified)	8	0	-0.5	-4	-16	-1	11	-2
CCc1ccc(NC2=NC(C(=O)c3ccccc3)CC(=O)N2)cc1 (stereo unspecified)	-7	-2	0.6	-7	-19	-4	14	-6
Cc1ccc(CCNC(=O)CNS(=O)(=O)c2ccc3nc(C)sc3c2)cc1	-1	4	0.6	4	10	-4	0	-3
O=c1c(S(=O)(=O)c2ccc(Cl)cc2)cn(Cc2ccccc2F)c2ccc(F)cc12	-3	1	1.3	4	-10	-6	20	-5
Cc1cc(C(=O)OCC(=O)c2ccc(Br)s2)no1	20	-1	-2.4	5	-1	5	3	-7
Cc1ccc(OCC(=O)N/N=C\c2ccc(C)o2)c([N+](=O)[O-])c1	7	-16	1.2	.	-1	.	5	-5
CC1CCCCN1CCCNC(=O)C1CCN(c2nnc(-n3cccc3)s2)CC1 (stereo unspecified)	-1	-2	-1.1	-1	14	-9	14	-10
Cc1cnc(C(=O)OCC(=O)c2ccc(C)s2)cn1	4	-1	-0.8	3	-3	-4	2	-6
Cc1nnsc1C(=O)Nc1cccc(Cl)c1C	8	0	2.1	-3	17	-15	22	-1
CCOc1ccc(NC(=O)CN(C)S(=O)(=O)c2cnc[nH]2)cc1	-5	1	1.2	0	-14	-6	16	-9
O=C(OCc1cc(=O)n2c(n1)sc1ccccc12)c1ccc(O)cc1O	2	9	12	9	-15	4	-136	2
CCCN(CC(=O)Nc1ccc(F)c(F)c1F)C(=O)C1CC(=O)N(Cc2ccccc2)C1 (stereo unspecified)	2	2	0.1	-4	-6	-3	9	-4
O=C(NCc1cn2ccccc2n1)c1ccc(Br)o1	-27	0	-1.3	2	-15	14	-3	-5
Cc1ccc(NC(=O)CSc2ncccn2)cc1S(=O)(=O)N1CCCCC1	-2	2	-0.2	-1	0	-4	-5	-1
COc1cc(Br)cc(C2C3=C(CCCC3=O)N(c3ccc(F)cc3)C3=C2C(=O)CCC3)c1O	3	4	-1.2	3	-13	8	-49	-3
O=C(NNC1=NCCCCC1)Nc1ccc(Cl)cc1	0	0	2.2	6	19	-8	21	-1
Cc1ccc(-n2c(SCC(=O)NCc3ccco3)nnc2-c2cccnc2)c(C)c1	-1	0	0.5	-13	21	-6	19	-2
Nc1nnnn1/N=C/C(Br)=C/c1ccccc1	0	-1	0.4	7	9	-5	15	4
CC(=O)c1ccc(Nc2nc(-c3cccnc3)cs2)cc1	-1	-7	0.3	0	-8	8	-457	-6
C=CCC(CC)C(=O)NC(=O)N1CCCc2ccccc21 (stereo unspecified)	11	-1	-0.1	-2	-5	4	9	6
Clc1ccc(-c2nnc(SCc3nc4ccccc4[nH]3)o2)c(Cl)c1	8	-1	1.5	2	-10	-7	8	-5
NC(=NC(=O)c1cccc(C(F)(F)F)c1)c1ccc(C(F)(F)F)cn1	-4	-5	6.4	6	13	-22	8	2
COC(=O)c1cc(=O)n(CCc2ccccc2)c(=Nc2ccc(F)cc2)s1	7	2	-0.7	6	3	4	-3	8
Cc1c(C(=O)N2CCCC2)c(S(=O)(=O)N2CCCCC2)c(C)n1C	11	0	0.6	-14	-7	-10	-15	-1
O=C(NCc1ccccc1)c1ccccc1C(=O)c1ncc[nH]1	-2	0	-0.8	6	-9	18	-16	-8
CC(C)Oc1cc(C(=O)N2CCC(N3CCCCC3)CC2)ccc1Nc1nnc(Cl)c(Nc2ccccc2S(C)(=O)=O)n1	-17	1	.	.	12	.	.	3
COc1ccc([C@H]2CC(=O)C=C(c3ccc(SC)cc3)C2)cc1	5	0	-0.1	6	-10	7	-479	1
NNC(=O)c1cc(C23CC4CC(CC(C4)C2)C3)[nH]n1	-1	-1	0.2	4	7	5	4	-5
O=C(c1c(F)cccc1F)N(Cc1ccccn1)C1CC1	-10	4	2.8	-1	-9	-13	15	-2
Cc1ccccc1CNC(=O)C(=O)NCCC1CCCCN1S(=O)(=O)c1ccccc1 (stereo unspecified)	6	-3	-0.2	-2	13	-4	11	-2
Cc1ccc(CN(C)C(=O)c2ccc(NS(=O)(=O)c3ccc4[nH]c(=O)[nH]c4c3)cc2)cc1	-10	-2	-1.2	-2	-20	-10	15	2
CCN(CC)C(=O)Cn1cc(S(=O)(=O)CC(=O)N2CC(C)OC(C)C2)c2ccccc21 (stereo unspecified)	7	-5	-0.1	-4	-11	-18	1	-8
O=C(Nc1ccc(Oc2ccc(Cl)cc2)cc1)c1ncn[nH]1	-2	-8	4.5	1	-6	-3	21	2
Cc1ccc(N(CC(O)CN2CCCC2)S(=O)(=O)c2ccc(C)cc2)cc1 (stereo unspecified)	1	-3	-1.3	8	4	-16	22	4
CCOC(=O)c1cnc2c([N+](=O)[O-])cnn2c1C	2	-7	0.6	1	5	-9	24	2
CN(C)c1ccc(C=c2c3cc([N+](=O)[O-])ccc3n3c2cc(-c2ccccc2)[n+]3C)cc1	27	-61	28	.	120*	.	51*	20
OC(COC(c1ccccc1)c1ccccc1)CN1CCOCC1 (stereo unspecified)	-7	-4	0.5	-10	-10	-23	17	-7
Cc1sc(Nc2ccc([N+](=O)[O-])cc2)nc1-c1c(C)n(C)n(-c2ccccc2)c1=O	-17	-1	4.3	-3	28	6	23	3
CCOC(=O)c1cc(-c2ccc(Cl)cc2)nc2c1c(=O)[nH]c(=O)n2CCOC	1	-1	-4.7	6	10	-27	-447	-4
C=Cc1ccc(Cn2nc(-c3ccc(C)cc3)ccc2=O)cc1	-11	-2	69*	-3	16	19	-25	16

3 entries picked at random from those above:
smiles	ATG4B inh	GRIN3A LBD mod	MPTP block	SENP7 block	PfGluPho inh	SENP6 block	SENP8 block	HKDC1 inh
CCN(CC)C(=O)Cn1cc(S(=O)(=O)CC(=O)N2CC(C)OC(C)C2)c2ccccc21 (stereo unspecified)	7	-5	-0.1	-4	-11	-18	1	-8
CCOC(=O)c1cnc2c([N+](=O)[O-])cnn2c1C	2	-7	0.6	1	5	-9	24	2
CN(C)c1ccc(C=c2c3cc([N+](=O)[O-])ccc3n3c2cc(-c2ccccc2)[n+]3C)cc1	27	-61	28	.	120*	.	51*	20

Additional structures:
smiles	ATG4B inh	GRIN3A LBD mod	MPTP block	SENP7 block	PfGluPho inh	SENP6 block	SENP8 block	HKDC1 inh
O=C(Cc1ccccc1)N1CCN(c2ccccc2F)CC1	-1	-1	2.2	-1	-1	75*	10	-5
COc1ccc(N2CCN(c3nc4c(c(=O)n(C)c(=O)n4C)n3CCCc3ccccc3)CC2)cc1	0	0	-2.7	11	9	3	13	5
Cc1nnc(NC(=O)CSc2nnc3c(n2)[nH]c2ccc(Br)cc23)s1	2	4	5.9	-8	-11	-9	9	-2
CC(=O)Nc1ccc(S(=O)(=O)Nc2ccccc2N2CCOCC2)cc1	6	-1	-0.5	1	2	-8	-5	-1
CCOC(=O)[C@H]1[C@H]2COc3cc(OC)ccc3[C@@H]2N2C(=O)c3cc(F)ccc3NC(=O)[C@@]12C	-4	-1	0.4	-4	5	1	4	-3
Nc1c(C(=O)c2ccccc2)sc2c1c(=O)[nH]c(=O)n2-c1ccccc1	-12	-2	4.2	2	3	3	-2	-2
COc1ccc(/C(=N\O)c2nccc3cc(OC)c(OC)cc23)cc1OC	-7	-5	-2.2	-8	-3	15	11	-5
COc1cc(OC)c(C(=O)OC(C)C(=O)Nc2cccc(C(F)(F)F)c2)cc1OC (stereo unspecified)	-13	-6	3.4	4	-1	4	-21	7
COc1ccc(CC(=O)N/N=C/c2cc([N+](=O)[O-])cc(Br)c2O)cc1	-1	8	3.6	-6	-31	5	31	4
Cc1onc(-c2ccccc2)c1C(=O)N/N=C(\N)COc1ccc(Cl)cc1	-3	-1	-0.3	-4	-23	-4	6	-23
COc1cc(C(=O)NC2CC3CCCC(C2)N3Cc2ccccc2)cc(OC)c1OC (stereo unspecified)	5	-1	4.9	-6	-12	-1	25	-6
COc1ccc(CCNC(=O)CNCC2CCCO2)cc1OC (stereo unspecified)	-3	-1	-1.2	-4	-7	10	18	-8
COc1ccc(NC(C)=O)cc1NC(C)C(=O)Nc1ccccc1F (stereo unspecified)	-19	3	-0.7	-5	15	-2	8	7
Cc1ccc2c(COC(=O)c3ccccc3Br)cc(=O)oc2c1	-1	-6	1.4	13	-5	-37	-10	-1
CC(=O)c1ccc(N2CCN(C(=O)COc3ccc4c(c3)CCC4)CC2)cc1	-15	0	1.4	-2	11	0	-166	-1
CCOC(=O)c1c(C)oc2cc(Br)c(OC)cc12	-6	2	1.7	-3	-1	-4	14	-10
CCOC(=O)CCNCc1ccc(OC)c(OC)c1	-4	-1	0.8	1	-2	-10	11	-7
COc1cccc(C(=O)Nc2cc(C(=O)NCc3ccc(C)cc3)ccc2N2CCC3(CC2)CC(c2ccccc2)=NO3)c1	-4	-4	-1.5	5	7	1	12	0
